BRCA1 expr act: qHTS Assay to Identify Small Molecule Activators of BRCA1 Expression; MCF7-BRCA1-FFLuc reporter, luminescence, 48 h; response scale: scaled: vehicle 0%, 10 µM genistein 100%; Potency, µM (highest dose often 46.1 µM), without a hit: top-dose activation, actives largely listed as activators; 1.1% of 380,000 active; AID 624202, 2012; also: potency is read from the fitted curve at half-maximal effect; nearly all actives have a fitted effect of over 80% in size; some results filed as inactive show a strong effect at the top dose
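Using MCF7 cells harboring a BRCA1 firefly luciferase reporter, plated 2 h before compound pinning, the screen measured luminescence after 48 h incubation. Responses were normalized to DMSO and 10 microM genistein, then fitted for concentration-effect.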
a7 integrin act: qHTS for Activators of Integrin-Mediated Alleviation for Muscular Dystrophy; alpha7betagal myoblasts, beta-gal FDG fluorescence, 48 h; Potency, µM (doses to about 38.3 µM), inactives show at the highest dose activation, hits mostly activators; 0.064% of 350,000 active; AID 624291, 2012;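 also: potency is read from the fitted curve at half-maximal effect; 100% = response of the positive control SU9516; nearly all actives have a fitted effect of over 60% in size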
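Alpha7betagal+/- myoblasts (passage 13) were plated 16-24 hr, then exposed to compounds (1:260 dilution of DMSO stock) for 48 hours at 37C. After MPER lysis, β-galactosidase reporter activity was read as FDG fluorescence (ex 480/em 540) after 30 minutes.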
S-ASM inh: Inhibitors of Secretory Acid Sphingomyelinase (S-ASM): qHTS. placental ASM, HMU-PC fluorogenic substrate, 60 min. 0.006% of 340,000 active. Sphingomyelin phosphodiesterase (Homo sapiens), P17405. Potency, µM (top dose mostly 57.5 µM), without a hit: top-dose activity change, negative = inhibition, hits mostly inhibitors; also: potency is read from the fitted curve at half-maximal effect
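Fluorescence read-out (Ex 386 nm, Em 447 nm) after stopping the reaction at pH 10. Enzyme: ASM from human placenta; substrate HMU-PC0, 9 uM final; 60 min, 37 °C. Compound preincubation 10 min, ambient temperature.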
p53 reactivation: qHTS assay for re-activators of p53 using a Luc reporter. Potency, µM (series often up to 92.2 µM), without a hit: at the top dose activity change, positive = activation, usual class: activators. 0.063% of 320,000 active. AID 504706, 2011. H1299 p53-A138V BP100-luciferase reporter, luminescence, 24 h; also: potency is read from the fitted curve at half-maximal effect; % of control where 0% means no effect; nearly all actives have a fitted effect of over 45% in size
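H1299 (p53-null), stable ts p53-A138V + BP100-Luc; 1000 cells/well, Opti-MEM/10% FBS; cpd 4 pt, 1:5; 24 h, 37 deg C, 5% CO2; detection reagent 10 min RT; luminescence.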
TSG101-PTAP inh: qHTS Assay for Iinhibitors of HIV-1 Budding by Blocking the Interaction of PTAP/TSG101; Tumor susceptibility gene 101 protein (Homo sapiens), Q99816; Fluorescence polarization, FITC-PTAP peptide / Tsg101 binding; Potency, µM (top dose mostly 115 µM), without a hit: at the highest dose activity change, negative = inhibition, hits mostly inhibitors; 340,000 tested, under 10 active; AID 493005, 2010; active = well fitted inhibition curve with a large enough effect in the main read-out, with a control signal flat, not every such curve was filed as active; inconclusive = small, poorly fitted or top-dose-only effect, or effect the other way, or a change in a side signal; inactive = no such curve, though single readings can be large or run the other way; also: potency is read from the fitted curve at half-maximal effect; % of control where 0% means no effect
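Fluorescence anisotropy tracks displacement of a FITC-tagged PTAP peptide (50 nM) from the Tsg101 binding domain (10 uM), following a 20 min room-temperature incubation at pH 7.5.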
TRPV1 agonist: HTS Assay for Compounds that Act as Agonists of the Vanilloid Receptor 1; Transient receptor potential cation channel subfamily V member 1 (Homo sapiens), Q8NER1; TRPV1-expressing cells, Fluo-8 calcium influx, agonist mode; activation, % at 8.33 µM; 0.19% of 320,000 active; in the data active = activation above about 80%; inconclusive = between about 30% and that limit; also: 0% is about no effect
Target sequence (Q8NER1 whole entry, looked up): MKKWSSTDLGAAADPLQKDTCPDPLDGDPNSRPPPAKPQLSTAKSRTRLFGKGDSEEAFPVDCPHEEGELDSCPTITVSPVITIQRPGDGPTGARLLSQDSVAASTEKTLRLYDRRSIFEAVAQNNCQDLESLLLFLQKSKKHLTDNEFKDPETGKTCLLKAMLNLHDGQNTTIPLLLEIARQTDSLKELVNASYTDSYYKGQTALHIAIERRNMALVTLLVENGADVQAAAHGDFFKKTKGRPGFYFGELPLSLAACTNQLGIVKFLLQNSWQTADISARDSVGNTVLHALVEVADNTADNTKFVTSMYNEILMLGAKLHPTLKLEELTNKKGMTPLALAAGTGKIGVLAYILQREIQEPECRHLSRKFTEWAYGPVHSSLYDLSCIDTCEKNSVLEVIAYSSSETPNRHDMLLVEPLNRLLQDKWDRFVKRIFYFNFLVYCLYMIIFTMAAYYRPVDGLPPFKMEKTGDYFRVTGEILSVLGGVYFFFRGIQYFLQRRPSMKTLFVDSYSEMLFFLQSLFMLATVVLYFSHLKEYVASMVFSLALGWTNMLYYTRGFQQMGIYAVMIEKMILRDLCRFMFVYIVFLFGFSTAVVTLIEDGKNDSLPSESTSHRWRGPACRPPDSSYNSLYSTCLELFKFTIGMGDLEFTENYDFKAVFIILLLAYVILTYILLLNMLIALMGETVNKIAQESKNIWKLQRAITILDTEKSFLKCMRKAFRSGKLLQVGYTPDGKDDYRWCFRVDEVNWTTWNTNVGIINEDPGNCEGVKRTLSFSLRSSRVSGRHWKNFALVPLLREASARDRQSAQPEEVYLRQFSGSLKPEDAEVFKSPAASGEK
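Cells expressing TRPV1 were dye-loaded with Fluo-8 and read kinetically: 10 s baseline, 3 min after compound (agonist portion), then 2 min after EC20 capsaicin (allosteric enhancer portion). Calcium-bound dye fluorescence at 480/520 nm.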
ELG1 genotoxic: qHTS screen for small molecules that induce genotoxicity in human embryonic kidney (HEK293T) cells expressing luciferase-tagged ELG1; HEK293T ELG1-luciferase reporter, luminescence, 16 h; Potency, µM (doses to about 46 µM), inactives show top-dose activity change, positive = activation, most hits filed as activators; 1.3% of 330,000 active; AID 504466, 2011; also: potency is read from the fitted curve at half-maximal effect; % of control where 0% means no effect; nearly all actives have a fitted effect of over 60% in size
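DMSO vehicle served as control against compound-treated ELG1-luciferase HEK293T cells; exposure lasted 16 hr at 37 °C and 5% CO2, followed by ONE-Glo luminescence detection after 30 min.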
uPA generation: qHTS for Inhibitors of Cell Surface uPA Generation; cell surface uPA generation assay, qHTS; Potency, µM (top dose mostly 38.3 µM), for inactives: top-dose activity change, negative = inhibition, most hits filed as inhibitors; 0.31% of 330,000 active; AID 540303, 2011; active = well fitted inhibition curve with a large enough effect; inconclusive = small, poorly fitted or top-dose-only effect; inactive = no such curve, though single readings can be large or run the other way; tested in mouse RAW 264.7 cells; also: potency is read from the fitted curve at half-maximal effect; % is scaled to controls: 0 for no effect and ±100 for the full control effect; nearly all actives have a fitted effect of over 55% in size
B2AR arrestin: qHTS assay of beta-arrestin-biased ligands of beta2-adrenergic receptor; Beta-2 adrenergic receptor (Homo sapiens), P07550; beta-arrestin recruitment to beta2AR, cell-based reporter; Potency, µM (doses to about 46.1 µM), for the others: top-dose activation, hits mostly activators; 0.02% of 330,000 active; AID 492947, 2010;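 also: potency is read from the fitted curve at half-maximal effect; 0% = DMSO controls and full agonism = EC100 isoproterenol or metaproterenol; nearly all actives have a fitted effect of over 65% in size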
USP2a inh: qHTS Assay for Inhibitors of Ubiquitin-specific Protease USP2a Using CHOP2 as the Reporter; USP2 core, Ub-CHOP2 coupled fluorogenic reporter, 485/531; Potency, µM (titrated, usually from 38.3 µM), inactives show at the highest dose activity change, negative = inhibition, actives largely listed as inhibitors; AID 463254, 2010; 0.01% of 330,000 active; Ubiquitin carboxyl-terminal hydrolase 2 (Homo sapiens), O75604;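 also: potency is read from the fitted curve at half-maximal effect; plate controls were DMSO wells for no effect and full inhibition by NEM control for full effect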
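USP2 core (10nM final) preincubated 30min RT with compound in 20mM Tris-HCl pH 8.0, 2mM CaCl2, 2mM beta-mercaptoethanol, 0.05% CHAPS; 25nM Ub-CHOP2 plus 25nM reporter substrate added, fluorescence (Ex485/Em531) read after 60min.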
Eya2 phos inh: qHTS Assay for Inhibitors of the Phosphatase Activity of Eya2 | 0.006% of 330,000 active | Potency, µM (top dose mostly 76.9 µM), for the others: at the highest dose activity, negative = inhibition, usual class: inhibitors | recombinant Eya2, OMFP fluorescence dephosphorylation (OMFP is methylfluorescein phosphate); also: potency is read from the fitted curve at half-maximal effect; % is scaled to controls: 0 for no effect and ±100 for the full control effect
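Eya2 (0.2 uM) preincubated 10 min at ambient with compound, then OMFP substrate added at 50 uM; 10 min reaction in 50 mM HEPES pH 7.5, 50 mM NaCl, 5 uM MgCl2, 0.05% BSA, 1 mM DTT. Fluorescence read at Ex 485/Em 525 nm.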
Numbers without * were called inactive; ? = inconclusive; / = no result given; [ ] = remark or other dose. Unless noted, calls follow the shape of the dose curve; as a rule, active = well fitted curve in the direction sought with a large enough effect; inconclusive = small, poorly fitted or top-dose-only effect, or another doubt; inactive = no such curve, though single readings can be large; an effect the other way counts as inactive or inconclusive.

item | SMILES | BRCA1 expr act | a7 integrin act | S-ASM inh | p53 reactivation | TSG101-PTAP inh | TRPV1 agonist
1 | COc1ccc2c(c1OC)C(=O)OC2Nc1nc(-c2cccc([N+](=O)[O-])c2)cs1 (stereo not given) | 43.5% | -7.5% | 1.6% | 8.3% | 1.4% | /
2 | CCCN(CCO)C1CCN(CCc2ccccc2)CC1 | -0.8% | 17.5% | 1.9% | / | 1.9% | -3.6
3 | COCCN1C(=O)N[C@@H](c2ccccc2)[C@@H](C(=O)OC)[C@H]1C | 0.0% | 14.9% | -5.5% | / | -6.2% | /
4 | CCCCn1nc(C(=O)O)ccc1=O | -23.5% | 13.6% | -1.6% | -5.5% | -7.5% | -0.5
5 | Cc1ccc2c(C)c(C(=O)N3CCCC(C(N)=O)C3)oc2c1C (stereo not given) | 77.6% | 28.5% | 0.0% | / | -7.5% | 21.9
6 | O=C(/C=C/c1ccc(-c2ccc(F)cc2)o1)N1CCCC1 | 3.98µM* | -37.3% | 56.9%[activator] | 23.6% | -3.4% | 18.7
7 | COc1ccccc1-c1cc(C(=O)N/N=C\c2cn(C)nc2C)c2ccccc2n1 | -5.3% | -2.5% | 5.0% | -7.4% | -3.7% | 1.2
8 | CC12CN3CC(C)(CN(C1)C3c1cc(Br)ccc1O)C2=O (stereo not given) | -16.3% | -3.6% | 5.7% | 3.6% | -0.7% | 5.6

item | ELG1 genotoxic | uPA generation | B2AR arrestin | USP2a inh | Eya2 phos inh
1 | 14.0% | -5.7% | -0.3% | 3.9% | ?
2 | -0.4% | 4.0% | 0.4% | 1.2% | 3.3%
3 | / | 12.4% | / | / | /
4 | -0.3% | -3.2% | 0.5% | 3.5% | 12.6%[15.4 µM]
5 | ? | -9.8% | 0.4% | -0.5% | 1.1%
6 | ? | -2.2% | 0.2% | 3.2% | 3.5%
7 | -0.4% | -0.2% | -0.4% | 6.2% | -1.9%
8 | 0.3% | 1.7% | -0.5% | 0.6% | 10.2%

Additional records:
item | SMILES | BRCA1 expr act | a7 integrin act | S-ASM inh | p53 reactivation | TSG101-PTAP inh | TRPV1 agonist
9 | COc1ccc(N=Nc2cc(C)c(O)c(CN3CCCCC3)c2)cc1 | 0.0% | -5.7% | ? | 5.8% | 1.2% | 2.2
10 | CSc1nnc(-c2ccc(S(=O)(=O)N3CCCC3)cc2)n1C | -0.2% | -13.1% | -1.3% | -6.9% | -5.9% | -1.2
11 | COc1cccc(C2c3c(oc4ccccc4c3=O)C(=O)N2CCCN2CCOCC2)c1OC (stereo not given) | -20.8% | 9.2% | 8.0% | / | -4.3% | /
12 | Oc1ccc(C2C(c3ccccc3)=NN=C(c3ccc(Cl)cc3)N2O)c(O)c1 (stereo not given) | 1.2% | -26.1% | -14.2% | 29.2% | -0.9% | 1.5
13 | c1ccc(Oc2cccc3cccnc23)nc1 | -2.1% | 18.1% | -0.6% | 6.6% | -4.8% | 0.9
14 | CCc1cc(C(=O)N(C)CC(=O)Nc2c(Cl)cccc2Cl)sc1C | 4.1% | -22.8% | -2.3% | -14.8% | 0.8% | 3.8
15 | Cc1ccc(C)c(NC(=O)CCC(=O)NNC(=O)C(c2ccccc2)c2ccccc2)c1 | -8.1% | 6.4% | 4.1% | 5.0% | -3.1% | -0.4
16 | C#CCSc1nnc(-c2ccc(O)cc2)o1 | ? | -20.4% | -1.8% | 27.2% | -4.5% | 4.7
17 | Cc1cccc(-c2nc(CSCC(=O)NCCCN3CCOCC3)c(C)o2)c1 | 5.8% | -14.8% | -1.3% | -2.6% | -4.5% | 1.3
18 | CNc1nc2c(N)ncnc2n1[C@H]1O[C@@H](CO)[C@H](O)[C@@H]1O | -1.0% | ? | 2.6% | ? | 0.2% | -2.2
19 | Cc1ccc([C@@H]2[C@@H]3C(=O)N(C)C(=O)[C@@H]3[C@]3(Cc4ccccc4)C(=O)N(Cc4ccccc4)CC(=O)N23)o1 | -9.6% | 12.5% | 0.2% | 13.2% | -1.5% | 0.9

item | ELG1 genotoxic | uPA generation | B2AR arrestin | USP2a inh | Eya2 phos inh
9 | 1.1% | 0.2% | 3.4% | 1.4% | 2.6%
10 | 0.8% | 5.5% | -0.2% | 1.3% | -38.7%
11 | / | 1.2% | / | / | /
12 | 0.4% | 1.1% | -0.8% | 1.9% | -4.6%
13 | 2.0% | 17.2% | -0.3% | 2.1% | 0.7%
14 | -1.0% | 2.3% | 0.1% | 3.0% | 7.2%
15 | -2.1% | / | -0.1% | 3.9% | -7.2%
16 | ? | -1.4% | 0.1% | 1.8% | -15.6%
17 | -3.4% | / | 0.0% | -1.5% | -7.0%
18 | 17.8% | -0.9% | -0.2% | -8.4% | 2.9%
19 | -2.1% | 9.4% | 0.6% | 1.2% | -6.8%

Nine of the compounds above, with bars between the fields.
no. | Molecule | BRCA1 expr act | a7 integrin act | S-ASM inh | p53 reactivation | TSG101-PTAP inh | TRPV1 agonist | ELG1 genotoxic | uPA generation | B2AR arrestin | USP2a inh | Eya2 phos inh
8 | CC12CN3CC(C)(CN(C1)C3c1cc(Br)ccc1O)C2=O (stereo not given) | -16.3% | -3.6% | 5.7% | 3.6% | -0.7% | 5.6 | 0.3% | 1.7% | -0.5% | 0.6% | 10.2%
9 | COc1ccc(N=Nc2cc(C)c(O)c(CN3CCCCC3)c2)cc1 | 0.0% | -5.7% | ? | 5.8% | 1.2% | 2.2 | 1.1% | 0.2% | 3.4% | 1.4% | 2.6%
10 | CSc1nnc(-c2ccc(S(=O)(=O)N3CCCC3)cc2)n1C | -0.2% | -13.1% | -1.3% | -6.9% | -5.9% | -1.2 | 0.8% | 5.5% | -0.2% | 1.3% | -38.7%
11 | COc1cccc(C2c3c(oc4ccccc4c3=O)C(=O)N2CCCN2CCOCC2)c1OC (stereo not given) | -20.8% | 9.2% | 8.0% | / | -4.3% | / | / | 1.2% | / | / | /
12 | Oc1ccc(C2C(c3ccccc3)=NN=C(c3ccc(Cl)cc3)N2O)c(O)c1 (stereo not given) | 1.2% | -26.1% | -14.2% | 29.2% | -0.9% | 1.5 | 0.4% | 1.1% | -0.8% | 1.9% | -4.6%
13 | c1ccc(Oc2cccc3cccnc23)nc1 | -2.1% | 18.1% | -0.6% | 6.6% | -4.8% | 0.9 | 2.0% | 17.2% | -0.3% | 2.1% | 0.7%
14 | CCc1cc(C(=O)N(C)CC(=O)Nc2c(Cl)cccc2Cl)sc1C | 4.1% | -22.8% | -2.3% | -14.8% | 0.8% | 3.8 | -1.0% | 2.3% | 0.1% | 3.0% | 7.2%
15 | Cc1ccc(C)c(NC(=O)CCC(=O)NNC(=O)C(c2ccccc2)c2ccccc2)c1 | -8.1% | 6.4% | 4.1% | 5.0% | -3.1% | -0.4 | -2.1% | / | -0.1% | 3.9% | -7.2%
16 | C#CCSc1nnc(-c2ccc(O)cc2)o1 | ? | -20.4% | -1.8% | 27.2% | -4.5% | 4.7 | ? | -1.4% | 0.1% | 1.8% | -15.6%

Source: PubChem BioAssay
